# Assay outcomes deposited in PubChem by several laboratories.
# Large T inhibition = TAg ATPase/helicase activity blockers – biochemical (AID 1903); SV40 large T antigen ATPase/helicase inhibition assay; higher % means a stronger effect; one-dose inhibition, % at 20 µM; IC50 in µM for titrated hits; hit rate 0.39% among 310,000; in the data active = a potency from the dose series; inconclusive = inhibition mostly from about 32% at the one dose, without a potency; inactive = the rest, 99 in 100 with inhibition below about 32%; also: strong numbers were not always called active
# LYP phosphatase = inhibitors of LYP phosphatase, biochemical, fluorescence intensity, uHTS (AID 1779); recombinant LYP phosphatase, fluorescence intensity; higher % means a stronger effect; inhibition, % at 11.5 µM; hits with a dose series show IC50 in µM; hit rate 0.054% among 290,000; in the data active = inhibition above about 50%;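 also: plate controls were vehicle with enzyme for no effect and no enzyme for full effect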
# GPR55 activation = GPR55 agonists via beta-arrestin recruitment, primary screen, imaging, U2OS cells, beta-arrestin-GFP redistribution (AID 1961); U2OS GPR55 beta-arrestin-GFP redistribution imaging; higher % means a stronger effect; activation, % at 10 µM; hits with a dose series show EC50 in µM; hit rate 0.048% among 290,000;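 active = activation above 40% with more than 50 cells counted in the well; inconclusive = wells holding fewer than 50 cells, flagged as toxic or sparse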;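 also: U2OS osteosarcoma cells stably expressing GPR55 and beta-arrestin-GFP; plate controls were DMSO negative control for no effect and LPI positive control for full effect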
# GPR35 antagonists = GPR35 antagonists blocking zaprinast-driven arrestin recruitment, primary screen, imaging, U2OS, beta-arrestin-GFP, zaprinast agonist (AID 2058) | U2OS GPR35 beta-arrestin-GFP translocation imaging, zaprinast antagonism; higher % means a stronger effect | one-dose inhibition, % at 10 µM; IC50 in µM for titrated hits | hit rate 0.052% among 290,000;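 active = inhibition of at least 50% with at least 30 cells and total cytoplasm GFP at most 10,000,000; inconclusive = under 30 cells or total GFP of 10,000,000 plus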
# NTR1 agonist = agonists of NTR1, primary screen, imaging, U2OS cells, beta-arrestin-GFP, high content (AID 493036) | P30989 | NTR1-U2OS beta-arrestin-GFP spot imaging, agonist mode | activation, % at 20 µM | hit rate 0.17% among 330,000;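 active = activation at or above 40% of the spot to cytoplasm intensity ratio, with at least 20 cells analyzed; inconclusive = wells under 20 cells, flagged as cytotoxic or low count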;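 also: 0% = DMSO without peptide and 100% = 100 nM NTR1 peptide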
# Target sequence (P30989 whole entry, looked up): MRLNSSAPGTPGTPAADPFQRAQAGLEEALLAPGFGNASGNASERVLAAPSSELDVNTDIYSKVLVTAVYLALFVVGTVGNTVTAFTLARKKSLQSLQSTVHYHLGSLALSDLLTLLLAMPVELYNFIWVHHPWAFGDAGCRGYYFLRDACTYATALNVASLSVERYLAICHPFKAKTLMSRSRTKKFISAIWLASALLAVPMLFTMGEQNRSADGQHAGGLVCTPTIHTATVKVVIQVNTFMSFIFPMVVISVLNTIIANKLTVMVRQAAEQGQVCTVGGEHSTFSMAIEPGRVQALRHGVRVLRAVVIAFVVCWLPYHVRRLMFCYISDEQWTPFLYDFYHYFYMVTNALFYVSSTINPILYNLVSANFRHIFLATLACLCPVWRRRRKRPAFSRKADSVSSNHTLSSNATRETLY
# Hep lipid drop = hepatic lipid droplet formation modulation | AML12 mouse hepatocytes, oleate lipid droplets, BODIPY imaging | AID 1656 | inhibition, % at 6.5 µM | hit rate 0.4% among 240,000;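 active = lipid droplet intensity inhibited by at least 50%, with more than 500 cells counted; inconclusive = wells with under 300 cells, treated as cytotoxic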
#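 Technique: fluorescence imaging, 20x objective, two fields per well / Assay system: AML12 hepatocytes (mouse) / Measure: % inhibition of lipid droplet signal / Doses: 6.5 µM single-point dosing / Incubation: overnight exposure / Reagent: 100 µM oleic acid challenge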
# T cell modulator = T cell immune modulation candidate; 2C CD8+ T cell-vesicle binding, flow cytometry; hits give low values; calls only at 7 µM; hit rate 0.068% among 330,000;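 active = response, share of CD8 T cells binding vesicles, and their 90th percentile fluorescence all below set limits, cut at about 80% in these data, passing the limit was not always enough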
#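 material = purified 2C TCR transgenic mouse naive CD8+ T cells | controls = Unloaded micro-vesicles (low), QL9 vesicles with 0.7% DMSO (high) | detection = cytometric PE anti-B7-1 and Alexa647 anti-CD8 signals after 1% paraformaldehyde fixation | incubation = binding step 1.5 h, 37 °C, antibody labelling 20 min, ice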
# MgcRacGAP inhibition = MgcRacGAP GTPase-activating activity inhibitors, confirmation, biochemical, ADP Hunter fluorescence; MgcRacGAP-stimulated Rac1 GTP hydrolysis, ADP Hunter fluorescence; higher % means a stronger effect; GST-tagged Rac1 F28L mutant substrate; one-dose inhibition, % at 30 µM; IC50 in µM for titrated hits; hit rate 0.6% among 340,000;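 active = first-screen hits whose inhibition reached a set limit at any dose in the follow-up dose series; inconclusive = inhibition above the set first-screen limit but never retested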;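 also: fluorescence reports GDP produced by GAP-driven GTP hydrolysis; strong numbers were not always called active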
# GPR55 LPI antagonism = GPR55 antagonists blocking LPI-driven arrestin recruitment, primary screen, imaging, U2OS, beta-arrestin-GFP, LPI agonist (AID 2013); U2OS GPR55 beta-arrestin-GFP translocation imaging, LPI antagonism; higher % means a stronger effect; inhibition, % at 10 µM; hits with a dose series show IC50 in µM; hit rate 0.13% among 290,000;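 active = spots per cell inhibited over 60%, with over 100 cells counted and total cytoplasm intensity under 500,000; inconclusive = wells with under 100 cells, flagged as likely toxic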;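 also: U2OS cells stably carrying GPR55 and arrestin-GFP stimulated by 5 µM LPI near EC80; imaged beta-arrestin-GFP aggregate spots per cell after agonist stimulation; plate controls were LPI-stimulated DMSO wells for no effect and DMSO wells without LPI for full effect; some results filed as inactive read as strong as hits; confirmed hits need IC50 under 10 µM and bright autofluorescent wells are also inconclusive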
# Hep lipid drop cells 6.5 µM = recorded beside Hep lipid drop, whose call it bears; cell count; measured here: cell count, cytotoxicity flag;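 cells counted across two imaged fields per well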
# T cell modulator vesicle-bound % = recorded beside T cell modulator, whose call it bears; double positive events, %; measured here: CD8+ vesicle-bound cell fraction;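 binding gate set so that unloaded-vesicle control wells show 10% double positive cells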
# NTR1 agonist cell count 20 µM = second read-out of NTR1 agonist, no call of its own (marks repeat the call); cell count; measured here: cell count, cytotoxicity flag
# Active calls of the source: *; i = inactive; ? = inconclusive; . = not tested or not shown; & = joins results of further samples. An excerpt (hit frequency here may not be typical).
SMILES,Large T inhibition,LYP phosphatase,GPR55 activation,GPR35 antagonists,NTR1 agonist,NTR1 agonist cell count 20 µM,Hep lipid drop,Hep lipid drop cells 6.5 µM,T cell modulator,T cell modulator vesicle-bound %,MgcRacGAP inhibition,GPR55 LPI antagonism
CC(C)(C)c1ccc(C(=O)C2CCCN(C3CCC3)C2)cc1 (stereo unspecified),4%,-10%,-0.1%,2%,-0.5,27,20,755,i,21,4%,38%
CCN1CCN(Cc2nnnn2C(C)(C)C)CC1,5%,-3%,1.2%,5%,-0.7,51,.,.,i,57,.,6%
COc1ccc(OC)c(N2C(=O)CC(=O)NC2=O)c1,9%,-8%,-0.2%,42%,-0.3,57,-1,715,i,36,9%,6%
C/C(CC(c1ccccc1)c1c(O)c2ccccc2oc1=O)=N\NC(N)=S (stereo unspecified),15%,-7%,-0.2%,4%,-1.1,70,2,754,i,25,6%,2%
O=C(COC(=O)Cc1ccccc1)Nc1cc(S(=O)(=O)N2CCCCC2)ccc1Cl,7%,.,.,.,2.2,50,.,.,i,53,-17%,.
CN1C(=O)C(=Cc2ccc(N3CCOCC3)o2)C(=O)N(C)C1=O,19%,1%,0.3%,24%,0.9,39,-2,665,i,48,4%,9%
COc1cc2ccc(=O)oc2c2ccoc12,10%,-3%,-0.1%,-1%,6.0,62,20,739,i,22,10%,0%
Cc1c(Cl)cccc1NC(=S)N1CC2CC(C1)c1cccc(=O)n1C2 (stereo unspecified),-2%,-5%,0.6%,-23%,1.5,48,-3,558,i,47,-2%,-6%
CC/C(=C\C=C\[C@@H]1C=C[C@@H]2CCC[C@H]2[C@@H]1C(=O)c1ccc[nH]1)[C@@H]1O[C@@H]([C@@H](C)C(=O)O)CC[C@@H]1C,37%,2%,0.3%,-17%,5.9,79,-117,754,i,28,.,-24%
O=C(NCc1ccccn1)c1ccccc1Cl,-4%,-11%,-0.1%,5%,-1.1,90,0,772,i,34,1%,-18%
O=C(/C=C/c1ccc(Cl)cc1)NC(=S)N1C[C@H]2C[C@H](C1)c1cccc(=O)n1C2,6%,-4%,1.1%,-7%,-0.8,81,.,.,i,35,-2%,-3%
COc1ccc(CC[n+]2cc(/N=C(\C)[O-])on2)cc1OC,7%,-1%,0.6%,-4%,0.1,61,24,720,i,4,-1%,4%
O=C(CNS(=O)(=O)c1cccs1)N1CCC2(CC1)OCCO2,12%,-4%,0.8%,15%,1.9,51,.,.,i,48,11%,14%
CC1CCC(N(C)C2CCN(C)CC2)CC1 (stereo unspecified),0%,-16%,-0.1%,7%,0.4,69,-4,852,i,49,-13%,2%
Cc1ccc(-n2c(-c3cccs3)nc3ccccc3c2=O)cc1,-1%,-2%,0.7%,14%,1.5,74,.,.,i,24,9%,7%
CC1=C2[C@@H]3OC(=O)[C@H](C)C3CC[C@@]2(C)C=CC1=O (stereo partly specified),5%,-12%,0.0%,1%,0.2,48,-3,837,i,18,8%,-10%
Cc1ccccc1OCCCn1cc(C(=O)C(=O)N2CCOCC2)c2ccccc21,6%,-6%,-0.1%,-16%,3.5,66,-1,752,i,35,4%,7%
COc1cc2c(cc1OC)CC[N+](C)=C2,26%,-13%,0.5%,-11%,-2.9,104,44,761,i,14,0%,-6%
CCS(=O)(=O)N1CCC(C(=O)N2CCC3(CC2)OCCO3)CC1,2%,-5%,-0.2%,-8%,-0.5,40,10,652,i,67,-3%,7%
CCCCCc1nc2c(c(=O)c3ccccc3n2C)c(=O)n1C1CCCCCC1,20%,7%,-0.3%,-16%,-1.1,32,11,639,i,48,6%,-1%
COC(=O)C1=CO[C@@H](C)[C@@H]2CN3CC[C@@]4(C(=O)Nc5ccccc54)[C@@H]3C[C@H]12,-2%&5%,-4%,0.2%,10%,5.0,80,-2,769,i,4,-1%,6%
O=C(c1cc2c(s1)-c1ccccc1OC2)N1CCC2(CC1)OCCO2,-3%,-8%,0.7%,-14%,0.2,72,-6,677,i,42,7%,-16%
OC(c1ccccc1)(c1ccccc1)C1CCNCC1,?,-2%,-0.1%,-4%,-1.1,64,12,807,i,59,1%,12%
Cn1c(NN=O)nc2ccccc21,3%,1%,-0.1%,1%,0.4,48,20,743,i,47,6%,6%
Cc1nn(Cc2ccc(Cl)cc2Cl)c(Cl)c1C(=O)Nc1ccc(OC(F)F)cc1,14%,-2%,0.6%,22%,8.8,44,0,631,i,31,12%,3%
# Next part:
SMILES,Large T inhibition,LYP phosphatase,GPR55 activation,GPR35 antagonists,NTR1 agonist,NTR1 agonist cell count 20 µM,Hep lipid drop,Hep lipid drop cells 6.5 µM,T cell modulator,T cell modulator vesicle-bound %,MgcRacGAP inhibition,GPR55 LPI antagonism
CN(C)C(=O)Oc1ccc(-c2cn3cc(C(F)(F)F)ccc3n2)cc1,9%,-2%,-0.2%,14%,6.7,55,10,682,i,41,7%,-4%
COc1ccc(-c2nn(CCC#N)cc2C(=O)Nc2ccccc2Br)cc1,1%,-15%,-0.2%,-3%,1.5,56,0,804,i,44,7%,0%
Cc1cc(C(=O)N=Nc2c(O)n(C)c3ccccc23)c(C)o1,1%,-7%,0.1%,19%,0.2,55,-6,564,i,25,5%,-11%
O=C(O)c1cccc2nc3ccccc3nc12,3%,-4%,0.9%,7%,-2.3,83,15,693,i,59,-7%,-2%
O=C1CN=C(c2cccc(Br)c2)c2cc(Br)ccc2N1,7%,-4%,-0.1%,-1%,3.5,72,-89,822,i,46,7%,-7%
Cc1ccccc1-n1c(O)c(C=Nc2ccc(N(C)C)cc2)c(=O)[nH]c1=O,6.7µM*,-1%,0.0%,16%,1.8,82,.,.,i,19,?,-10%
CN1C(=O)/C(=C/C=C/c2ccco2)C(=O)NC1=S,12µM*,-5%,-0.1%,-6%,1.3,68,1,688,i,27,?,10%
O=C1CCCN1C(=O)c1cncc(Br)c1,-2%,-6%,-0.2%,-8%,-2.0,81,-11,803,i,14,8%,15%
CCSc1nnc(C(N)Cc2ccccc2)o1 (stereo unspecified),19%,-10%,0.1%,1%,0.9,86,.,.,i,61,9%,29%
CC(=O)C1C(=O)NC23CCCCC2C1c1ccccc1O3 (stereo unspecified),3%,2%,-0.2%,-19%,3.3,51,-31,588,i,37,5%,11%
COc1ccccc1OCC(=O)N1CCN(Cc2ccc3c(c2)OCO3)CC1,6%,3%,-0.1%,9%,2.6,53,-20,682,i,48,0%,9%
CCCc1nc2ccccc2c(=O)n1-c1ccc(OC)cc1,-3%,2%,-0.1%,-4%,-5.4,101,.,.,i,43,9%,12%
C=CCn1c(O)c(C(C)=NCCC2=CCCCC2)c(=O)[nH]c1=O,15%,-2%,0.3%,3%,1.6,92,2,753,i,30,2%,20%
CC(C)(C)C(=O)OC[N+](C)(C)CCOC(=O)C(O)(c1ccccc1)C1CCCC1 (stereo unspecified),9%,-9%,1.0%,-8%,1.0,52,8,725,i,19,8%,-3%
Cc1cc(C)c(N=Cc2c(O)[nH]c(=O)[nH]c2=O)c(C)c1,18%,-5%,-0.3%,1%,1.8,65,0,820,i,69,3%,-1%
O=C1NC(=O)C(=Cc2ccc(Sc3ccccc3)o2)C(=O)N1,?,2%,27%,23%,49*,40*,1,726,i,35,?,51%
COc1ccc(C(=O)C2(C)N(O)C(C)C(c3cccs3)=[N+]2[O-])cc1 (stereo unspecified),4%,2%,-0.2%,3%,4.0,45,12,629,i,44,7%,11%
Cc1ccc(NP(=O)(Oc2ccccc2F)Oc2ccccc2F)cc1C,10%,5%,0.2%,5%,.,.,-46,556,i,32,7%,38%
CC(C)[C@@]1(NC(=O)[C@@H]2C=C3c4cccc5[nH]cc(c45)C[C@H]3N(C)C2)O[C@@]2(O)[C@@H]3CCCN3C(=O)[C@H](Cc3ccccc3)N2C1=O,6%,-6%,-0.2%,7%,.,.,11,698,.,.,.,3%
O=c1c2ccccc2ncn1-c1ccc([N+](=O)[O-])c(C(F)(F)F)c1,9%,-7%,0.2%,-3%,1.9,68,33,648,i,33,6%,-7%
CCN(CC)P(c1n(C)cc[n+]1C)N(CC)CC,7%,-1%,0.1%,-11%,0.5,46,1,653,i,30,6%,-5%
Cc1cc(C)nc(-n2c(C)nc3cc(Cl)ccc3c2=O)c1,4%,-5%,-0.1%,22%,-0.1,38,9,786,i,56,9%,14%
CCOc1ccc(N2C(=O)NC(=O)/C(=C/c3cnc(SC)nc3)C2=O)cc1,3%,-4%,-0.4%,-13%,0.6,97,1,733,i,26,14%,9%
C=CCn1c(O)c(C(CC)=Nc2ccc(N(CC)CC)cc2)c(=O)[nH]c1=O,16%,11%,0.3%,9%,11,63,.,.,i,28,3%,-7%
CC(=O)N1N=C(c2cccnc2)CC1c1ccccc1O (stereo unspecified),3%,-6%,0.1%,10%,0.6,54,-13,626,i,28,2%,6%
# Further structures follow:
SMILES,Large T inhibition,LYP phosphatase,GPR55 activation,GPR35 antagonists,NTR1 agonist,NTR1 agonist cell count 20 µM,Hep lipid drop,Hep lipid drop cells 6.5 µM,T cell modulator,T cell modulator vesicle-bound %,MgcRacGAP inhibition,GPR55 LPI antagonism
CN(C)c1ccc(/C=C2/C(=O)NC(=O)N(Cc3ccco3)C2=O)cc1,1%,-3%,-0.3%,-10%,9.0,45,-16,653,i,17,142µM*,30%
Cc1ccc(Cn2nnnc2CN2CCC(n3nnc4ccccc43)CC2)cc1,8%,-8%,-0.2%,-10%,-1.7,86,.,.,i,23,0%,2%
C[N+](C)(C)CC#CCN1CCCC1=O,3%,.,.,.,4.1,52,.,.,i,31,-5%,.
C=CCn1c(O)c(C(C)=Nc2cccc(C(F)(F)F)c2)c(=O)[nH]c1=O,-1%,-1%,0.1%,9%,-0.6,59,3,667,i,33,15%,-7%
O=P(O)(O)C#Cc1ccccc1,7%,0%,0.3%,4%,.,.,-4,718,.,.,.,8%
CC[N+](CC)(CC)CCCCCCCCCC[N+](CC)(CC)CC,-1%,-6%,-0.2%,5%,0.7,57,10,789,i,34,0%,10%
